# Peg3 promoter – reduces Peg3 promoter-driven luciferase expression in HeLa; HeLa PEG-Prom luciferase reporter, luminescence, overnight; inhibition, % at 20 µM; hit rate 1.7% among 360,000;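 active = inhibition of at least 50% at 20 µM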
# CaV13 ICDI inh – Disruptors of the CACNA1D IQ motif to Ca2+-dependent inactivation inhibitor domain association, primary screening, Förster resonance energy transfer in intact living …. HEK cells, CFP/YFP FRET ICDI-IQ, plate reader, 10 min; percent FRET-ratio fall versus neutral wells. inhibition, % at 12.3 µM. hit rate 0.098% among 340,000. AID 743397;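 active = mean replicate inhibition of at least 30% and at least 1% of replicates passing that level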;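 also: 0% = median of the neutral control wells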
# NR2E3 ag-1 – agonists of human nuclear receptor NR2E3; inhibition of corepressor binding, % at 4.78 µM; GST-NR2E3/biotin-RetCOR TR-FRET, 1536-well; hit rate 0.12% among 320,000; Q9Y5X4; AID 2300;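 active = percent inhibition above the cutoff of mean plus 3 SD of all tested compounds, set per screening campaign, cut at about 20% in these data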;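 also: 0% = DMSO wells and 100% = biotin wells as full block of FRET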
#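 System: GST-NR2E3 and biotin-RetCOR proteins; probe or stimulus: 7 nM biotin-RetCOR; doses: compound at 4.8 µM, single dose; schedule: Compound–protein incubation for 5 h at 4 °C; detection: time-resolved FRET; read-out: percent inhibition; controls: biotin wells as high control, 0.6% DMSO wells as low control; format: 1536-well plates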
# MITF TRPM1 inh – inhibitors of MITF-driven TRPM1 promoter in melanoma cells; SK-MEL-5 TRPM1 promoter luciferase, 24 h; inhibition, % at 12.5 µM; hit rate 0.83% among 330,000; AID 488899;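 active = mean inhibition across replicates of 60% or more, whatever share of single replicates reaches that level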; also: values of inactives mirror those of a sister screen read the other way
# m5-HT2A agonist – activates the mouse 5-HT2A serotonin receptor; CHO-K1 mHTR2A beta-arrestin complementation, luminescence; percent of 30 µM serotonin response; activation, % at 7.6 µM; hit rate 0.66% among 360,000;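 active = activation above a run cutoff, the mean activation of all tested compounds plus 3 SD, cut at about 14% in these data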;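 also: 0% = plate median of compound wells and 100% = 30 µM serotonin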
# Target sequence (P35363 whole entry, looked up): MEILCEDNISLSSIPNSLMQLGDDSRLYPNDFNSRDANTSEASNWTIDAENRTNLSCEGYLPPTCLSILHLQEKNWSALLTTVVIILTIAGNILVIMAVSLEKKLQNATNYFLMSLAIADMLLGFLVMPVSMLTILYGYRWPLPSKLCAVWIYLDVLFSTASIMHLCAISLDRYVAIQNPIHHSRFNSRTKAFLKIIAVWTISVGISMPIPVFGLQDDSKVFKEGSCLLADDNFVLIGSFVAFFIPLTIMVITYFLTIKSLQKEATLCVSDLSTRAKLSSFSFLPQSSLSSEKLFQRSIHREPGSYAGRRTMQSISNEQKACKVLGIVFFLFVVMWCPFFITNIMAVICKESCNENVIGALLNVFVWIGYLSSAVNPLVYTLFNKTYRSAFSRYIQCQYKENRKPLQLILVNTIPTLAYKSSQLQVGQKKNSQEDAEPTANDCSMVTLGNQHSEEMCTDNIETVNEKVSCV
# hiPSC survival – hiPSC single-cell survival enhancement | ATPlite luminescence; 100% = ROCK inhibitor wells, 0% = DMSO | survival enhancement, % at 20 µM | hit rate 0.044% among 360,000 | AID 602274; in the data active = survival enhancement above about 18%;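 also: cells exposed to compounds for 16 hours before the ATP read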
# HIF-2a inh – HIF-2a inhibition; 786-0 RCC cells HIF-2a reporter, luciferase luminescence, overnight; inhibition, % at 18.8 µM; hit rate 0.72% among 360,000; AID 624352;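 active = inhibition of the luminescence signal of 40% or more relative to plate controls, in a single-dose primary screen at 18.75 µM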
# NR2E3 ag-2 – agonists of human NR2E3 nuclear receptor; inhibition of corepressor binding, % at 3.98 µM; Q9Y5X4; hit rate 0.35% among 360,000; CHO-S Gal4-NCOR/VP16-NR2E3 two-hybrid, luciferase; AID 602229;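 active = inhibition above the mean of all tested compounds plus 3 SD, cut at about 70% in these data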;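 also: 0% = DMSO with NR2E3 transfected cells and 100% = cells lacking NR2E3 construct; higher means lower luciferase signal from less NR2E3 corepressor binding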
# Shn3 3UTR inh – Schnurri-3 reporter inhibition in Clone20 osteoblasts | Clone20 osteoblast Shn3 3'UTR firefly luciferase, 24 h | inhibition, % at 12.5 µM | hit rate 0.52% among 360,000;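 active = mean inhibition of at least 75% with every replicate also reaching 75%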;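 also: 0% = median of neutral control wells and 100% = pilot-screen positive control compound; some compounds past the cut are filed as inactive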
# PDI inh – blocks human protein disulfide isomerase activity; P07237; hit rate 0.052% among 350,000; PDI insulin aggregation turbidity, A650, 90 min; inhibition, % at 10 µM; AID 588391;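 active = mean inhibition across replicates of 30% or more, whatever share of single replicates reach that level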;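 also: absorbance from insulin aggregation driven by PDI reduction with DTT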
# Target sequence (P07237 whole entry, looked up): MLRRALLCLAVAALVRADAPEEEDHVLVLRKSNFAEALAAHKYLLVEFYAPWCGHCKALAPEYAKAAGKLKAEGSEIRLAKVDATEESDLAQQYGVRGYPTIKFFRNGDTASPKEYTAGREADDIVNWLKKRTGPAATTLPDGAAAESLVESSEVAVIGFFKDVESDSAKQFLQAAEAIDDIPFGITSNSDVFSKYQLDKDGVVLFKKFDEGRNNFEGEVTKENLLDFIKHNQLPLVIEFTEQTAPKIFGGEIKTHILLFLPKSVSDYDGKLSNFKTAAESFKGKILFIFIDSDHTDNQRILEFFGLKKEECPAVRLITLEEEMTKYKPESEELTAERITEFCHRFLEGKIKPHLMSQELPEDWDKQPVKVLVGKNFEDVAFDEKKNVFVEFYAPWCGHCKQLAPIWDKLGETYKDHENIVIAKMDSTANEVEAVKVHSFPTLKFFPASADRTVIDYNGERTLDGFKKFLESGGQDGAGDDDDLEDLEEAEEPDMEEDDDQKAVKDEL
# Cardio protect – myocardial damage modulation in H9c2 cells; H9c2 cardiomyocytes, H2O2 injury protection, ATPLite, 2 h; hit rate 0.63% among 360,000; protection from H2O2 cell death, % at 20 µM; AID 588492;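 active = compounds giving at least 50% protection of heart cells from peroxide-induced death in the single-dose screen, raw or plate-pattern-corrected value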;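 also: 0% = DMSO wells with peroxide and 100% = DMSO wells without peroxide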
# The depositor's hits bear a star; nt = no result given.
1) S=C(NCCc1ccc(Cl)cc1)NCc1ccccc1
2) Cc1cc(=O)n(C(C)Cc2ccccc2)n1C(C)Cc1ccccc1 (stereo not drawn)
3) CCOc1ccc(OCC)c(NS(=O)(=O)c2ccc3c(c2)CCN3C(=O)C2CCC2)c1
4) CCC(C)(C)NC(=O)C(c1ccc(F)cc1)N(Cc1ccc(OC)cc1)C(=O)c1cnccn1 (stereo not drawn)
5) Cc1ccc(C)c(Nc2cc(C)nc3ccccc23)c1
6) N#CC1=C(N)N(c2ccc(F)cc2)C2=C(C1c1ccc(O)cc1)S(=O)(=O)CC2 (stereo not drawn)
7) COc1cccc(NC(=O)c2cccc(N3C(=O)C4CCC(C)CC4C3=O)c2)c1 (stereo not drawn)
8) CN(C(=O)CSc1ncnc2sc(-c3ccccc3)cc12)C1CCS(=O)(=O)C1 (stereo not drawn)

assay / compound	1	2	3	4	5	6	7	8
Peg3 promoter	-36.9	-12.9	-3.2	-76.1	20.1	-3.8	2.5	-61.8
CaV13 ICDI inh	nt	-9.9	-7.9	-4.1	1.9	-13.1	-7.3	-5.2
NR2E3 ag-1	2.6	nt	-2.3	1.9	-1.1	nt	1.2	1.6
MITF TRPM1 inh	7.6	-3.5	6.5	-6.8	15.8	2.4	5.4	-5.1
m5-HT2A agonist	-9.4	-1.6	-0.7	-4.2	-7.0	5.2	5.2	-2.0
hiPSC survival	-0.1	-0.4	-1.8	0.4	-0.4	0.2	-0.5	-2.7
HIF-2a inh	-25.6	5.6	-10.4	-124.9	28.7	0.0	15.2	-107.5
NR2E3 ag-2	-101.3	15.0	-25.7	-22.8	-30.6	-15.8	-38.3	-10.5
Shn3 3UTR inh	0.1	16.6	67.7	-28.9	35.2	-11.5	0.9	1.9
PDI inh	-5.9	-4.2	-0.9	-1.1	-0.3	23.3	0.0	8.7
Cardio protect	-8.5	4.4	-2.1	-9.1	-14.8	2.1	0.8	6.6

# Copied from the list:
# CaV13 ICDI inh, `CCOc1ccc(OCC)c(NS(=O)(=O)c2ccc3c(c2)CCN3C(=O)C2CCC2)c1` → -7.9
# Cardio protect, `COc1cccc(NC(=O)c2cccc(N3C(=O)C4CCC(C)CC4C3=O)c2)c1` (stereo not drawn) → 0.8
# Peg3 promoter, `Cc1cc(=O)n(C(C)Cc2ccccc2)n1C(C)Cc1ccccc1` (stereo not drawn) → -12.9

# More structures:
9) Cc1c(NC(=O)Nc2cc(Cl)ccc2Cl)c(=O)n(-c2ccccc2)n1C
10) CSCCC(NS(=O)(=O)c1ccc(Br)cc1)C(=O)OCC(=O)NC1CC1 (stereo not drawn)
11) CC1CC(C)(C)NC(=S)N1CC(=O)N1CCN(Cc2ccccc2)CC1 (stereo not drawn)
12) COc1ccc(C(=O)/C=C/Nc2ccc(S(N)(=O)=O)cc2)cc1OC
13) CC(C)CCNc1nc2c(c(=O)n(Cc3cccc(F)c3)c(=O)n2C)n1C
14) CCOc1ccc(C2=Nn3c(nnc3-c3ccccc3)SC2)cc1Cl
15) CCOC(=O)C1CCN(C(=O)CCn2c(=O)[nH]c3ccsc3c2=O)CC1
16) S=c1[nH]nc(Nc2ccccc2)s1

assay / compound	9	10	11	12	13	14	15	16
Peg3 promoter	13.0	12.7	12.2	8.4	33.8	16.4	2.9	-12.6
CaV13 ICDI inh	-5.7	-6.2	-4.0	-4.3	-8.6	-4.2	-4.5	-6.9
NR2E3 ag-1	-1.6	5.0	4.6	4.7	-0.1	-1.1	3.3	3.2
MITF TRPM1 inh	-24.1	6.0	-14.5	-6.7	18.1	8.6	-2.9	-19.3
m5-HT2A agonist	6.1	-4.6	5.0	1.7	-5.8	-0.1	2.9	-0.6
hiPSC survival	-0.5	-0.8	0.0	-0.2	-0.8	3.7	-4.5	-0.5
HIF-2a inh	12.4	12.0	12.5	5.8	28.0	0.5	11.4	-76.8
NR2E3 ag-2	-7.4	-16.8	-7.0	-19.4	30.2	3.5	3.0	-39.8
Shn3 3UTR inh	-1.6	22.4	-5.0	-83.0	35.1	4.7	-14.2	-13.4
PDI inh	-12.4	-3.0	3.2	-0.6	-3.0	-0.7	3.5	-1.9
Cardio protect	5.3	-3.5	-2.6	3.0	0.8	1.0	7.0	-3.2

17) CC(C)NC(=O)CN(C(=O)CCC(=O)Nc1ccccn1)c1ccc(F)c(Cl)c1
18) O=C(CSc1nc2[nH]c(=O)cc(O)c2s1)NCCc1ccccc1
19) CC(=O)C1CCCN(C(=O)c2ccc3nc(Cc4cccc(Cl)c4)oc3c2)C1 (stereo not drawn)
20) Cc1ccc(C2=CC(=O)CC(C)(C)C2)cc1
21) CCCN(CCC)CCCNC(=O)c1cn(CC)c2ccc(S(=O)(=O)N(C)C3CCCCC3)cc2c1=O
22) O=C(Nc1nc(-c2ccccn2)cs1)c1ccc(Br)s1
23) O=c1[nH]c(N2CCc3ccccc32)nc2c1CCCC2
24) Cc1nc(C)c(C(=O)C2=C(O)C(=O)N(CCN3CCOCC3)C2c2ccco2)s1 (stereo not drawn)

assay / compound	17	18	19	20	21	22	23	24
Peg3 promoter	6.9	-1.2	5.9	-35.2	6.4	-67.7	-68.1	7.0
CaV13 ICDI inh	-0.7	-1.8	-6.3	-11.3	-2.5	-9.2	-0.8	-5.8
NR2E3 ag-1	0.6	nt	5.0	2.5	0.9	1.9	1.9	0.6
MITF TRPM1 inh	2.5	-5.3	-9.2	-40.1	52.3	21.6	-28.3	3.4
m5-HT2A agonist	-4.0	4.8	-5.4	4.3	-4.7	2.5	1.5	-0.3
hiPSC survival	1.7	-0.4	-0.2	3.3	-0.6	-0.5	-1.6	4.2
HIF-2a inh	13.8	14.8	-9.7	-18.4	11.9	-210.2	-29.2	12.2
NR2E3 ag-2	-5.3	-18.5	7.0	13.3	-7.3	26.0	-12.3	-19.3
Shn3 3UTR inh	-0.3	9.7	20.1	-0.8	-8.8	93.2*	4.6	-0.6
PDI inh	-5.4	-1.0	-1.6	-2.4	4.3	-14.5	-8.7	2.8
Cardio protect	7.5	-3.4	-1.0	-2.9	-4.7	48.3	43.7	13.6

25) O=C(CCCN1C(=O)C(c2ccccc2)Oc2cccnc21)NCc1ccccc1Cl (stereo not drawn)
26) COc1ccc(C(=O)OCC(=O)N2C(C)CCCC2C)cc1S(=O)(=O)N1CCOCC1 (stereo not drawn)
27) CN(C)C(CNC(=O)c1cc2ccccc2o1)c1ccco1 (stereo not drawn)
28) Cn1c(-c2ccccc2)cc(=O)n1-c1ccccc1
29) CC(=NNC(=O)c1ccccc1N)c1ccccc1O
30) CCOC(=O)c1c(NC(=O)CN2CCCc3ccccc32)sc(C)c1CC
31) CCc1nc(SCc2ccccc2C)n[nH]1
32) COc1ccc(-c2c(C)nn(Cc3ccccc3)c2N)cc1

assay / compound	25	26	27	28	29	30	31	32
Peg3 promoter	16.2	5.0	-23.4	-12.4	-95.6	4.1	-29.3	6.1
CaV13 ICDI inh	-7.1	-6.2	-13.7	-9.7	nt	-13.7	-2.0	-4.2
NR2E3 ag-1	1.7	nt	nt	nt	nt	-4.2	nt	0.2
MITF TRPM1 inh	14.5	-5.6	11.5	-8.5	nt	16.9	nt	8.9
m5-HT2A agonist	6.9	-3.4	-10.9	2.3	1.6	-3.7	0.3	-2.7
hiPSC survival	-0.3	-1.3	-0.2	-1.0	-1.5	-0.7	-0.7	1.8
HIF-2a inh	-0.8	12.6	-3.3	-21.4	-126.8	-43.3	-75.0	-18.6
NR2E3 ag-2	15.8	18.9	-1.2	-16.1	-128.7	-11.3	-2.0	19.6
Shn3 3UTR inh	14.8	-13.2	-10.1	-6.5	45.5	21.3	5.3	-6.8
PDI inh	3.8	8.2	-3.0	5.3	nt	4.8	-4.7	-1.8
Cardio protect	1.2	-0.1	1.0	10.4	-4.1	-12.9	5.8	-1.1

33) Cc1cc(O)c(Sc2ccccc2)c(=O)o1
34) Cc1ccc(C(=O)OC(C)CN2CCOCC2)cc1 (stereo not drawn)
35) CC(Sc1nc2ccccc2s1)C(=O)NCc1ccc2c(c1)OCO2 (stereo not drawn)
36) COc1ccc(C)cc1NC(=O)COC(=O)c1ccc2c(c1)OCO2
37) Cc1nnc(SCC(=O)NC2CCCC2)n1-c1ccccc1
38) Cc1ccc(-c2n[nH]c(=S)n2/N=C/c2cccn2C)cc1
39) COc1ccccc1CNc1ccc2nnc(CCNC(=O)c3ccc(C)cc3)n2n1
40) CCSc1nnc(NC(=O)CSC2=NCCS2)s1
41) COc1cc(C=O)ccc1OCCCOc1ccccc1C(=O)O

assay / compound	33	34	35	36	37	38	39	40	41
Peg3 promoter	8.4	-14.4	-37.4	-6.2	-18.9	12.8	2.9	-3.9	28.3
CaV13 ICDI inh	-2.6	-6.7	-2.8	-3.0	-5.6	0.6	-2.4	-1.2	nt
NR2E3 ag-1	-1.9	-0.1	-1.3	-0.8	3.7	-0.9	3.3	-0.9	0.8
MITF TRPM1 inh	nt	-7.7	3.9	-0.3	-10.6	2.6	12.1	-0.9	24.4
m5-HT2A agonist	-0.7	-4.6	4.8	-2.5	-3.5	0.6	-5.8	-0.4	3.5
hiPSC survival	-0.8	-0.5	-2.3	-0.4	-0.4	-0.4	0.1	0.4	0.8
HIF-2a inh	18.8	-23.0	-130.3	16.5	7.1	15.9	19.1	12.9	-93.1
NR2E3 ag-2	-9.4	-9.7	-35.5	9.5	-13.9	-16.8	8.4	-17.8	-65.3
Shn3 3UTR inh	nt	-12.3	2.6	-21.2	-3.3	-5.2	12.7	-24.3	-73.1
PDI inh	8.4	1.3	-20.2	-3.6	6.4	0.4	-2.1	-1.7	-4.5
Cardio protect	-2.2	-0.4	-1.5	-0.1	7.0	1.2	-2.6	-2.9	10.3

# Of the compounds above, these contain a furan ring, fused or not.
24) Cc1nc(C)c(C(=O)C2=C(O)C(=O)N(CCN3CCOCC3)C2c2ccco2)s1 (stereo not drawn)
27) CN(C)C(CNC(=O)c1cc2ccccc2o1)c1ccco1 (stereo not drawn)

assay / compound	24	27
Peg3 promoter	7.0	-23.4
CaV13 ICDI inh	-5.8	-13.7
NR2E3 ag-1	0.6	nt
MITF TRPM1 inh	3.4	11.5
m5-HT2A agonist	-0.3	-10.9
hiPSC survival	4.2	-0.2
HIF-2a inh	12.2	-3.3
NR2E3 ag-2	-19.3	-1.2
Shn3 3UTR inh	-0.6	-10.1
PDI inh	2.8	-3.0
Cardio protect	13.6	1.0

# Screens deposited in PubChem by several laboratories.
